RGS4 inh: blocks human RGS4-accelerated GTP hydrolysis. 0.039% of 390,000 active. P49798. Potency, µM (top dose mostly 114 µM), without a hit: at the highest dose activity change, negative = inhibition, hits mostly inhibitors. Transcreener GDP fluorescence polarization, RGS4-accelerated GTP hydrolysis; also: % is scaled to controls: 0 for no effect and ±100 for the full control effect; nearly all actives have a fitted effect of over 75% in size; some results filed as inactive show a strong effect at the top dose
Target sequence (P49798 whole entry, looked up): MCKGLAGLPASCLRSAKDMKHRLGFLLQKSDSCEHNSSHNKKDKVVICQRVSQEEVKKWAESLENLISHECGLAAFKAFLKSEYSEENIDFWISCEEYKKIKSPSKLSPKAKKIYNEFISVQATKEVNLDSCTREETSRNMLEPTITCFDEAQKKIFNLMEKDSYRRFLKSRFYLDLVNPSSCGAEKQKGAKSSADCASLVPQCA
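MLSMR compounds (23 nl, pin-transferred) preincubated 10 min at room temperature with a 500nM (2x) first reagent, then RGS4 at 900nM (2x) plus Transcreener GDP mix added; fluorescence polarization (620/688 nm) read before and after 90 min at 30 °C.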
TrxR1 substrate: rat thioredoxin reductase 1 substrate activity; AID 588456; O89049; purified TrxR1 substrate turnover, NADPH consumption readout; 0.01% of 390,000 active; Potency, µM (doses to about 114 µM), for inactives: at the top dose activity change, negative = substrate turnover; also: % is scaled to controls: 0 for no effect and ±100 for the full control effect; nearly all actives have a fitted effect of over 50% in size
Target sequence (O89049 whole entry, looked up): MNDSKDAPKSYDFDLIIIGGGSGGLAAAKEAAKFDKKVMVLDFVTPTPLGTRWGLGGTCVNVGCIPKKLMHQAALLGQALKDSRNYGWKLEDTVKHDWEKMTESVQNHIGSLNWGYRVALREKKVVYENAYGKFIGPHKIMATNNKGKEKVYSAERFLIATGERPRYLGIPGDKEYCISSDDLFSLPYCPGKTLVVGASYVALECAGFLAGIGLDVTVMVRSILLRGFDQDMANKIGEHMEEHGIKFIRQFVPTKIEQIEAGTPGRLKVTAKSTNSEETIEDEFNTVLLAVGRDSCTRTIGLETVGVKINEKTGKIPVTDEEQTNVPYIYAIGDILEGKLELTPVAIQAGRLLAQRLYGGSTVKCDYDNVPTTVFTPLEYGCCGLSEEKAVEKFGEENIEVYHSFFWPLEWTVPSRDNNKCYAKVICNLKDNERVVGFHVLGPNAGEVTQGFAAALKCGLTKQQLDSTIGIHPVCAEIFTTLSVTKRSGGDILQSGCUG
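Rat TrxR1, dispensed at 90 nM, was prereduced with 400 uM NADPH (final) for 5 min at ~22 deg C, then incubated with compound 15 min before 400 uM selenite. A first-read NADPH fluorescence drop versus no-compound background flagged substrates.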
Vif-APOBEC3F blk: inhibitors of Vif-A3F interaction; HeLa A3F-eYFP + Vif (tagged APOBEC3F with the HIV-1 protein that degrades it), YFP fluorescence increase; Potency, µM (series often up to 46.1 µM), without a hit: at the highest dose activity, negative = active; 0.2% of 390,000 active; AID 602313; also: % of control where 0% means no effect; nearly all actives have a fitted effect of over 65% in size
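HeLa cells stably expressing A3F-eYFP plus Vif, plated and incubated overnight at 37 deg C, then exposed to compounds overnight at 37 deg C. Blocked degradation read as raised yellow fluorescence (Ex 488/Em 500-530).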
RXFP1 agonist: activates the human relaxin receptor RXFP1; Q9HBX9; HEK293T-RXFP1 cAMP TR-FRET, 30 min; response scale: percent of porcine relaxin response, buffer zero; Potency, µM (top dose mostly 57.5 µM), inactives show at the highest dose activation, hits mostly activators; 0.3% of 370,000 active; AID 2676; also: % is scaled to controls: 0 for no effect and ±100 for the full control effect; nearly all actives have a fitted effect of over 60% in size; many of its hits are not listed in these tables
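HEK293 cells stably expressing RXFP1, treated 30 min at 37C with compounds plus PDE4 inhibitor Ro 20174; cAMP measured by HTRF TR-FRET. Normalized to buffer and 29 nM porcine relaxin; EC50 by Hill fit.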
USP1-UAF1 inh: inhibitors of human USP1/UAF1 deubiquitinase. AID 743255. Potency, µM (doses to about 57.1 µM), for the others: top-dose activity change, negative = inhibition, hits mostly inhibitors. 0.23% of 390,000 active. recombinant USP1/UAF1, Ub-Rhodamine cleavage fluorescence. O94782; also: % is scaled to controls: 0 for no effect and ±100 for the full control effect; nearly all actives have a fitted effect of over 60% in size; inactives centre near -12
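1 nM enzyme complex + cpd, 15 min RT; start with Ub-Rho 150nM final; kinetic fluorescence ex 480/em 540, 6 reads q60 s. Buffer 50mM HEPES pH 7.8, 0.5mM EDTA, 0.1 mg/ml BSA, 1mM TCEP, 0.01% Tween-20.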
TrxR1 inh: blocks rat thioredoxin reductase 1 | recombinant rTrxR1, NADPH fluorescence consumption, selenite substrate | Potency, µM (highest dose often 114 µM), for the others: top-dose activity change, negative = inhibition, usual class: inhibitors | 1% of 390,000 active; also: % is scaled to controls: 0 for no effect and ±100 for the full control effect; nearly all actives have a fitted effect of over 65% in size
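Rat TrxR1 (90 nM in the dispensed reagent) was pre-reduced with 400 uM NADPH for 5 min at room temperature, then incubated with compound for 15 min. After 400 uM selenite was added, NADPH fluorescence (Ex 340/Em 450 nm) was followed for 8 min.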
IDH1 R132H inh: blocks human mutant IDH1 R132H enzyme; O75874; IDH1-R132H enzyme, NADPH consumption, diaphorase/resazurin fluorescence; Potency, µM (top dose mostly 76.6 µM), inactives show at the highest dose activity change, negative = inhibition, actives largely listed as inhibitors; 0.093% of 390,000 active; also: % is scaled to controls: 0 for no effect and ±100 for the full control effect; nearly all actives have a fitted effect of over 65% in size
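IDH1-R132H (0.5 ug/mL dispensed) in pH 7.5 Tris buffer was preincubated 30 min with compound, then given a substrate mix of 0.016 mM NADPH and 2 mM alpha-KG for 80 min at room temperature; remaining NADPH was read by diaphorase/resazurin fluorescence.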
12-LOX inh: blocks human arachidonate 12S-lipoxygenase; P18054; purified 12hLO, xylenol orange hydroperoxide absorbance; Potency, µM (doses to about 108 µM), inactives show at the highest dose activity change, negative = inhibition, actives largely listed as inhibitors; 1.1% of 580,000 active; AID 1671190; also: % is scaled to controls: 0 for no effect and ±100 for the full control effect
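Hydroperoxide product was detected by ferrous iron/xylenol orange as the 573 to 405 nm absorbance ratio. Arachidonic acid at 40 uM (final) was turned over for 30 min at room temperature by 150 nM human 12hLO, pH 7.0 Hepes buffer, after 15 min compound preincubation.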
Vif-APOBEC3G blk: blocks the Vif interaction with human APOBEC3G | HeLa A3G-eYFP + Vif (tagged APOBEC3G with the HIV-1 protein that degrades it), YFP fluorescence, overnight | 0.076% of 410,000 active | Potency, µM (series often up to 46.1 µM), for the others: at the highest dose activity, negative = active, hits mostly inhibitors | AID 602310;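 also: % is scaled to controls: 0 for no effect and ±100 for the full control effect; nearly all actives have a fitted effect of over 60% in size; hits raise eYFP signal because A3G escapes Vif-driven loss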
Target sequence (Q9HC16 whole entry, looked up): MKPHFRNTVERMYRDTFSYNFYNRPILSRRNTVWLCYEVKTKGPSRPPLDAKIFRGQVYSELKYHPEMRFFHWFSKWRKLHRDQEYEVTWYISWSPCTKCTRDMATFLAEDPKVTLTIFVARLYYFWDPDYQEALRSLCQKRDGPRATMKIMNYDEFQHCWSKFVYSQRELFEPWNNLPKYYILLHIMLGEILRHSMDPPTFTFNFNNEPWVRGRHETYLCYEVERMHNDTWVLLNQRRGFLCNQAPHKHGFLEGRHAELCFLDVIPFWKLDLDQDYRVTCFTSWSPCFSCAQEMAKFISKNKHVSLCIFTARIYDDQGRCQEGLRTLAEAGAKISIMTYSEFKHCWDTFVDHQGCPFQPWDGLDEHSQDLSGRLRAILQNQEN
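HeLa cells stably expressing Vif and C-terminally eYFP-tagged A3G, seeded overnight at 37 deg C, then exposed to compound by pintool overnight at 37 deg C. Rise in yellow fluorescence (Ex 488/Em 500-530, Acumen) marks blocked Vif-driven A3G degradation.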
Numbers without * were called inactive; ? = inconclusive; / = not tested or not shown; & = joins results of further samples; [ ] = remark or other dose. Calls follow the shape of the dose curve; as a rule, active = well fitted curve in the direction sought with a large enough effect; inconclusive = small, poorly fitted or top-dose-only effect, or another doubt; inactive = no such curve, though single readings can be large; an effect the other way counts as inactive or inconclusive. Potency is read from the fitted curve at half-maximal effect. An excerpt (hit frequency here may not be typical).

Fields: RGS4 inh	TrxR1 substrate	Vif-APOBEC3F blk	RXFP1 agonist	USP1-UAF1 inh	TrxR1 inh	IDH1 R132H inh	12-LOX inh	Vif-APOBEC3G blk
- COc1ccc(S(=O)(=O)N2CCN(C(=O)c3ccc4ccccc4n3)CC2)cc1
 : 3%	2%	3%	2.6%	-20%	8%	-11%	?	4%
- Cc1ccc(C(=O)NC(=S)N2CCN(c3ccc([N+](=O)[O-])cc3)CC2)cc1
 : -41%	-20%	5%	1.8%	-17%	-27%	5%	5%	-5%
- COC(=O)c1ccccc1NC(=O)CN1CCOCC1
 : -35%	5%[57.1 µM]	5%	-3.0%	-14%	11%	-4%	-15%	-2%
- N#CCC(=O)N1CC2(CC(c3cccc(NC(=O)COc4ccc(Cl)cc4)c3)=NO2)C[C@@H]1C(N)=O (stereo not given in full)
 : -19%	5%	5%	-0.5%	-20%	9%[57.1 µM]	-15%	?	5%
- C=CCOc1ccccc1CNCc1cccnc1
 : -11%	-2%	0%	1.4%	-16%	-6%	6%	5%	1%
- Cc1c([N+](=O)[O-])c2ccc(O)cc2n1-c1ccccc1
 : -27%	1%	0%	3.5%	-20%	9%	3%	-15%	0%
- CN1C(=O)[C@H]2[C@@H](c3ccc(C(F)(F)F)cc3)N[C@]3(CCCN(CC4CCCCC4)C3=O)[C@H]2C1=O
 : /	/	-4%	/	-17%	/	0%	?	0%
- COc1ccc(NC(=O)c2sc3nc(N4CCOCC4)c4c(c3c2N)CCCC4)cc1
 : /	/	-6%	/	-8%	/	-19%	?	5%
- Cc1ccc(NC(=O)C2OCCc3ccccc32)cc1 (stereo not given)
 : -13%	0%[57.1 µM]	-2%	-0.6%	-11%	14%[57.1 µM]	3%	-1%	2%
- Nc1ccc(-n2nc(C(F)(F)F)cc2C(F)(F)F)cc1
 : -13%	1%[57.1 µM]	-13%	0.5%	1%	-4%[57.1 µM]	-3%	16%	-1%

Of the compounds above, 2 have a nitro group on carbon.
Fields: RGS4 inh	TrxR1 substrate	Vif-APOBEC3F blk	RXFP1 agonist	USP1-UAF1 inh	TrxR1 inh	IDH1 R132H inh	12-LOX inh	Vif-APOBEC3G blk
- Cc1ccc(C(=O)NC(=S)N2CCN(c3ccc([N+](=O)[O-])cc3)CC2)cc1
 : -41%	-20%	5%	1.8%	-17%	-27%	5%	5%	-5%
- Cc1c([N+](=O)[O-])c2ccc(O)cc2n1-c1ccccc1
 : -27%	1%	0%	3.5%	-20%	9%	3%	-15%	0%

More compounds.
Fields: RGS4 inh	TrxR1 substrate	Vif-APOBEC3F blk	RXFP1 agonist	USP1-UAF1 inh	TrxR1 inh	IDH1 R132H inh	12-LOX inh	Vif-APOBEC3G blk
- CCOC(=O)c1nc(Nc2ccccc2)c2ccccc2n1
 : 7%	10%	4%	2.3%	-1%	28%	0%	5%	1%
- CCN(Cc1ccc(OC)c(COC)c1)CC1CCCN(CCc2cccc(OC)c2)C1 (stereo not given)
 : 20%	5%	9%	1.0%	4%	43%[activator]	0%	-20%	2%
- CC(SCc1ccccc1)C(=O)Nc1ccc2c(c1)OCO2 (stereo not given)
 : -2%	-1%	-2%	2.1%	-2%	16%	3%	?	-4%
- CCC(Oc1ccccc1)C(=O)Nc1nnc(S(=O)(=O)Nc2ccccc2)s1 (stereo not given)
 : 11%&18%	1%	-3%&1%	-0.4%&-3.0%	-8%&-18%	18%&20%	-12%&-18%	0%&-10%	-13%&-7%
- COc1ccc(CCN2C(=S)N(c3ccc(Cl)cc3)C(=O)C2CC(N)=O)cc1OC (stereo not given)
 : -34%	-2%[57.1 µM]	15%	0.1%	0%	-5%[57.1 µM]	5%	-25%	-6%
- CCCCOc1ccc(S(=O)(=O)n2nc(C)c(S(=O)(=O)N3CCC(C)CC3)c2C)cc1
 : -24%	0%[57.1 µM]	-4%	1.6%	-25%	13%[57.1 µM]	10%	-19%	-1%
- CCOC(=O)C1=C(C)C2C3C(=O)N(c4ccccc4C)C(=O)C3C1(C)C1C(=O)N(c3ccccc3C)C(=O)C21 (stereo not given)
 : -16%	-4%	-21%	-1.7%	-11%	-1%	7%	-16%	-1%
- CN(CC(=O)Nc1ccccc1C(=O)NC1CC1)Cc1cccs1
 : 2%	8%	-1%	1.7%	-21%	25%	12%	123%[activator]	-9%
- Cc1ccccc1C(=O)Nc1ccc2nc(Nc3cccc(C(F)(F)F)c3)cc(C)c2c1
 : 6%	7%	-6%	0.3%	-16%	30%	-3%	0%	-7%
- COc1cc(OC)cc(C(=O)Nc2ccccc2-c2nnn(CC(=O)Nc3cc(C)on3)n2)c1
 : -45%	-13%[57.1 µM]	-1%	2.2%	-17%	31%[activator][57.1 µM]	9%	-3%	?
- COCCNC(=O)C(c1ccc(C)cc1)N(Cc1ccco1)C(=O)CCC(=O)Nc1ccccn1 (stereo not given)
 : -29%	4%[0.457 µM]	-17%	0.5%	-3%	23%	10%	-18%	2%
- CCCN(CCC)c1ccc(CC(=O)NC(C)Cc2ccccc2)cc1 (stereo not given)
 : 13%	-13%	-1%	-0.1%	-4%	-11%	7%	-15%	0%
- CCN(CC)CC(C)CNC(=O)CN1C(=O)CSc2ccc(S(=O)(=O)N3CCOCC3)cc21 (stereo not given)
 : 21%&10%	0%	-3%&7%	0.8%&0.1%	-8%&0%	-3%	-4%&-13%	-11%&-3%	5%&4%
- COc1ccc(S(=O)(=O)N(C)C[C@H]2Oc3ncc(-c4ccncc4)cc3C(=O)N([C@@H](C)CO)C[C@@H]2C)cc1
 : /	/	4%	/	-25%	/	6%	-42%	-4%
- O=C1[C@@H]2C(c3ccccc3Cl)=NO[C@@H]2C(=O)N1Cc1ccccc1
 : -28%	7%	3%	0.3%	-20%	18%	3%	-20%	3%
- Cn1c(=O)c(C(=O)NNC(=O)c2ccccc2Cl)c(O)c2ccccc21
 : -25%	3%	0%	2.4%	-4%	8%	3%	-1%	-4%
- O=C(CC1C(=O)N(c2ccc(F)cc2)C(=O)N1Cc1ccccn1)Nc1ccccc1 (stereo not given)
 : 14%	-1%	-19%	0.7%	-4%	14%	17%	-15%	-4%
- Cc1cc(NC(=O)COC(=O)CSCc2ccc(Cl)c(Cl)c2)no1
 : -5%	-14%	0%	1.8%	-17%	-6%	-2%	?	1%
- COc1ccc(OCC(O)Cn2ccnc2C)cc1 (stereo not given)
 : -5%	-5%	5%	0.3%	-6%	4%	-4%	-20%	1%
- COc1ccc(C(=O)c2ccc(Cl)cc2Cl)cc1
 : 12%	5%[57.1 µM]	-1%	0.9%	-2%	15%[57.1 µM]	4%	0%	-14%
- CCCCCN(C(=O)CCC(=O)OC(C)C(=O)c1ccc(Cl)cc1)c1c(N)n(CCCC)c(=O)[nH]c1=O (stereo not given)
 : -20%	-11%	5%	1.3%	-10%	-6%	-7%	?	-4%
- CCN(CC)C(=O)CSc1nc2ccc(NC(=O)CSc3nnc(COc4ccccc4C)n3C)cc2s1
 : -30%	4%	-2%	1.6%	-7%	12%	1%	451%[activator]	-4%
- Cc1cc2nc(-c3cccc(NC(=O)c4cccc5ccccc45)c3)oc2cc1C
 : -1%	5%	-8%	0.7%	-23%	11%	9%	-3%	4%
- COC(=O)Cn1c(=NC(=O)c2ccc(S(=O)(=O)N3CCOCC3)cc2)sc2cc(S(N)(=O)=O)ccc21
 : -27%	14%	?	1.9%	-18%	-20%	5%	5%	-4%
- C=CCOc1ccc2oc(=O)cc(C)c2c1
 : -1%	17%	-6%	-2.3%	-26%	-14%	4%	4%	0%
- CCC(Sc1ccccn1)C(=O)Nc1nnc(C)s1 (stereo not given)
 : 24%	-9%	-6%	0.7%	-3%	-17%	-5%	9%	-5%
- O=C(COC(=O)c1ccc([N+](=O)[O-])o1)NCCCc1ccccc1
 : -12%	-6%	-1%	/	?	?	16%	-27%	2%
- COc1ccc(C(=O)C2CCN(C(=O)Nc3ccc(C)cc3)CC2)cc1
 : 0%	5%[57.1 µM]	-1%	-3.7%	-19%	19%[57.1 µM]	-2%	49%[activator]	-2%
- CCOC(=O)C(=O)Nc1cccc(C(=O)OCC)c1
 : -6%	-5%	-13%	2.2%	-17%	3%	4%	2%	-4%
- O=[N+]([O-])c1ccc(OCC(O)CN(CCO)CCO)cc1 (stereo not given)
 : -6%	-4%	?	2.4%	-5%	7%	3%	2%	-10%
- COC(=O)c1c(C(=O)OC)c2cc(C(=O)c3ccccc3)ccn2c1Cl
 : 8%	11%	-4%	0.0%	?	12%[57.1 µM]	5%	0%	-16%
- COc1ccc(-c2nc(CCNC(=O)c3ccccc3)cs2)cc1OC
 : 4%	2%[57.1 µM]	-1%	1.1%	-30%	-1%[57.1 µM]	9%	-15%	-1%
- O=C(c1ccccc1NS(=O)(=O)c1ccc(Cl)cc1)N1CCc2ccccc21
 : -10%	-7%	1%	-0.4%	-23%	-8%	0%	12%	-1%
- Cn1c(CSCc2ccc(F)cc2)nnc1SCC(=O)Nc1cccc(C(=O)O)c1
 : 12%	0%	-8%	1.0%	-8%	10%	-4%	24%	2%

Screening data (PubChem)
